From PubChem
GLD-1 RNA inh – GLD-1-TGE RNA interaction inhibition (C. elegans) | 320,000 tested, 0.44% active | purified GLD-1 + fluorescein TGE RNA, fluorescence polarization | inhibition, % at 5.96 µM;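 active = percent inhibition above a per-plate cutoff, the plate mean of test compounds plus 3 SD, cut at about 30% in these data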;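 also: 0% = DMSO wells with GLD-1 and probe and 100% = wells lacking GLD-1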
MEX-5 binding – C. elegans MEX-5 TCR-2 RNA binding activity | activity score (negative = inhibition of binding), % at 10 µM | 300,000 tested, 0.38% active | AID 1832 | MEX-5/FITC-TCR2 RNA binding, fluorescence polarization; hits give low values | Q9XUB2;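 active = inhibition past about -25% in most replicates, and total fluorescence under double the plate's negative control median, limit read from the data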;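 also: 0% = DMSO and -100% = 5 µM competing unlabeled TCR2 RNA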
VLA-4 inh – inhibition in a human VLA-4 binding assay | P13612 | VLA-4 expressing cells, ligand binding flow cytometry | inhibition, % (about 7 µM as worked out from the volumes in the protocol) | 330,000 tested, 0.2% active; in the data active = inhibition above about 50%
Target sequence (P13612 whole entry, looked up): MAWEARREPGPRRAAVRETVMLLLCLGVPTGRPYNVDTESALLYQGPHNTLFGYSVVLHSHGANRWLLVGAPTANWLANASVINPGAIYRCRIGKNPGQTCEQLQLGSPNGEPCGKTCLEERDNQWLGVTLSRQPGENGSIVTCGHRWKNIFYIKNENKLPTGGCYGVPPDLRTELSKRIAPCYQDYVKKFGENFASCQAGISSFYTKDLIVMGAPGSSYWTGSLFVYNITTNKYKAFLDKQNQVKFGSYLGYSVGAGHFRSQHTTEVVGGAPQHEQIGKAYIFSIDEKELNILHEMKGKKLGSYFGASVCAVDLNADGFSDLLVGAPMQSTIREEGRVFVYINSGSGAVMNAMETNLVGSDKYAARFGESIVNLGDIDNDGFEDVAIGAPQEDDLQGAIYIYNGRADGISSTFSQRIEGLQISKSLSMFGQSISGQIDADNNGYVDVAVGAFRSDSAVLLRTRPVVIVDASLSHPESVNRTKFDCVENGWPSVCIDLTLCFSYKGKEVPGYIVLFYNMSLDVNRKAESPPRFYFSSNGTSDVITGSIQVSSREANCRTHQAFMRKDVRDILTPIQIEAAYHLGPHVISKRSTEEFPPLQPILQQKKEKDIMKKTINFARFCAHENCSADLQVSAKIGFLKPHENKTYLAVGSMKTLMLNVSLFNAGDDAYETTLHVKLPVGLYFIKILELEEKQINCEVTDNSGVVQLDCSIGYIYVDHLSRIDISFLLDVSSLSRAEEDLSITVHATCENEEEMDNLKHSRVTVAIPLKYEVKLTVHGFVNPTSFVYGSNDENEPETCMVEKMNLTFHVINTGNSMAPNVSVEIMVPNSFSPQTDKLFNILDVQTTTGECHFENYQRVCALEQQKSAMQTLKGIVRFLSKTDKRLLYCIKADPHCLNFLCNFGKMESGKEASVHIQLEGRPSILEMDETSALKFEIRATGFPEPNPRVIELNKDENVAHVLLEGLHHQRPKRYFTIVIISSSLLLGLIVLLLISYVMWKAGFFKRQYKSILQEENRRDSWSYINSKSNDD
GRK2 inh – human GRK2 inhibition via aptamer displacement; bead flow cytometry, FAM-aptamer displacement from GRK2; 330,000 tested, 0.59% active; P25098; AID 488847; inhibition of aptamer binding, % at 10 µM;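 active = inhibition of aptamer binding above 40%, roughly 3 SD of noise, on plates passing a quality check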;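 also: median bead fluorescence of bound FAM aptamer so fluorescent compounds give negative values; no value below 0 was filed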
BCLXL inh – blocks human Bcl-xL binding to Bim BH3 peptide; Q07817; inhibition, % at 10.9 µM; 320,000 tested, 0.7% active; GST-Bcl-xL / FITC-Bim BH3 peptide fluorescence polarization;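 active = inhibition above the mean of all tested compounds plus 3 SD, cutoff set per campaign, cut at about 30% in these data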;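 also: 0% = DMSO wells and 100% = unlabeled Bim-BH3 peptide competitor; inhibitors lower millipolarization by displacing the labeled peptide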
PME-1 inh – blocks human protein phosphatase methylesterase 1; Q9Y570; recombinant PME-1, FP-Rh probe fluorescence polarization; inhibition, % at 5.9 µM; 320,000 tested, 0.53% active; AID 2130;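 active = inhibition above the campaign mean of all compounds plus 3 SD, cut at about 26% in these data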;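 also: competitive labeling of PME-1 active site by serine hydrolase directed probe; 0% = PME-1 with DMSO and 100% = wells lacking PME-1 enzyme; inhibitors block probe labeling so polarization falls and inhibition rises; many of its hits are not listed in these tables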
Fam108B inh – Fam108B inhibition, counter-screen for RBBP9 inhibitors; recombinant Fam108B, FP-Rh probe fluorescence polarization; inhibition, % at 9.51 µM; 300,000 tested, 0.33% active;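 active = inhibition above the screen mean inhibition plus 3 SD, computed separately per campaign, cut at about 18% in these data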;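 also: inhibitors lower polarization as less probe binds the enzyme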
MCL1-BIM inh – inhibitors of human MCL1 binding to BIM-BH3 peptide; Q07820; inhibition, % at 10.9 µM; 320,000 tested, 0.68% active; GST-MCL1 / FITC-Bim-BH3 fluorescence polarization;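 active = inhibition above the mean inhibition of all tested compounds plus 3 SD, set per campaign, cut at about 40% in these data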;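 also: 0% = DMSO wells and 100% = unlabeled Bim-BH3 peptide control; higher means more loss of mP so more displacement of Bim peptide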
Efflux pump inh – inhibitors of Candida antifungal efflux pumps expressed in yeast; AID 485275; 330,000 tested, 0.44% active; S. cerevisiae Candida pump triplex, Nile Red efflux; inhibition, % at 10 µM;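 active = plate passing quality check with inhibition over a set limit, or well fluorescence over plate mean plus 4 SD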;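 also: Nile Red retained in pooled yeast measured as flow cytometry median fluorescence; 0% = buffer negative control and 100% = Enniatin B positive control; higher means more Nile Red kept so more efflux inhibition; some compounds called inactive have numbers as strong as hits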
An asterisk follows results filed as active; . = no result given.

SMILES	GLD-1 RNA inh	MEX-5 binding	VLA-4 inh	GRK2 inh	BCLXL inh	PME-1 inh	Fam108B inh	MCL1-BIM inh	Efflux pump inh
C=CCNC(=O)COCc1cc(-c2ccc3c(c2)OCO3)on1	-6	-2.2	-8	1	3	2	-1	1	-0.1
Nc1nc2ccccc2n1C(=O)c1cccs1	2	-0.1	4	0	3	-2	-1	5	-0.1
COc1ccc(CNC(=O)CN=C2NC(=O)C(c3ccccc3)(c3ccccc3)N2)cc1	-1	-0.5	8	0	2	-4	6	2	0.1
COc1cccc(CN2CCSCC2)c1OC	7	-0.5	4	0	4	-3	2	5	-0.1
COc1cccc(N2CCN(C(=O)NC3CCCCC3)CC2)c1	0	0.7	9	0	-1	-1	-6	0	0.6
CC(=O)OC(C)C(=O)NS(=O)(=O)c1ccc(C)cc1 (stereo not given)	-2	0.7	1	2	11	-1	-2	7	0.1
CS(=O)(=O)c1ccc(C(=O)NC2CCCCC2)cc1	-1	0.9	16	1	3	1	2	9	-0.1
N#C/C(C(=O)NCc1ccco1)=C1/SC(Cc2ccc(Cl)cc2)C(=O)N1c1ccccc1 (stereo not given)	-6	2.4	11	2	-6	1	-4	-15	0.3
CCOC(=O)c1sc(=NC(=O)c2cccs2)n(C)c1C	0	-0.1	4	3	4	-6	2	-2	0.0
Cc1cc(C)n2nc(NCc3cccc(Br)c3)nc2n1	-7	2.1	0	0	3	-1	3	4	-0.1
O=C(Nc1ccncc1)c1ccc(Cl)c(S(=O)(=O)N2CCCCC2)c1	-3	-0.9	22	1	0	1	-7	2	-0.1
N#C/C(=C\c1cn(-c2ccccc2)nc1-c1cccnc1)c1nnc2n1CCCCC2	7	-0.3	32	1	2	11	1	1	0.2
COc1ccccc1CC(=O)Nc1cc2oc3ccccc3c2cc1OC	11	1.8	-2	0	4	-13	-7	1	0.0
O=C(Nc1n[nH]c(=S)s1)c1ccc2ccccc2c1	-2	-2.0	-10	9	9	1	2	-6	-0.2
COc1ccc(OC)c(NC(=O)C2CCCN(S(=O)(=O)c3cccc4cccnc34)C2)c1 (stereo not given)	2	1.6	-9	0	8	7	-1	2	-0.1
COC(=O)c1cn(NC(=O)CC2CCCCC2)c(=O)c2ccccc12	-1	1.6	-6	2	10	3	4	6	-0.1
CNC(=O)N1c2ccccc2NC(=O)CC1C (stereo not given)	-2	0.7	2	0	6	-1	5	8	0.0
CC(=O)c1c(C)[nH]c(C(=O)NC(C)c2ccccc2)c1C (stereo not given)	3	-3.4	-2	3	0	1	2	0	0.0
COC(=O)c1ccc(COC(=O)CNC(=O)c2ccc(OC)cc2)cc1	6	.	6	0	.	.	.	.	0.0
CN(C(=O)c1ccc(NC(=O)Cc2ccc(NC(=O)C3CCN(C(=O)C4CCC4)CC3)cc2)cc1)C1CC1	-4	.	6	69*	0	-3	.	5	0.3
Cc1cc(C)c(S(=O)(=O)NC(CC(=O)O)c2cccc([N+](=O)[O-])c2)c(C)c1 (stereo not given)	-6	-1.0	18	1	1	4	-4	5	-0.1
Cc1nnc(CN(C)C(=O)c2cc(COc3ccc(C)c(C)c3)on2)o1	6	-1.3	-5	1	1	-5	0	1	0.0
Cc1noc(C)c1COc1ccccc1C(=O)NNC(=O)C(C)Oc1ccccc1F (stereo not given)	6	-0.5	5	1	-1	-3	0	1	-0.1
CC(O)(C#CCN1CCCCCC1)c1ccccc1 (stereo not given)	-5	0.2	13	2	1	3	-1	3	0.1
CCOC(=O)c1ccccc1NC(=O)N1CCn2c(C)ccc2C1CC (stereo not given)	33*	-8.4	-8	0	62*	-5	0	63*	0.0
CCN1CCN(C(=O)C2COc3ccccc3O2)CC1 (stereo not given)	7	-2.3	-9	7	7	-2	3	9	0.0
Cn1ccs/c1=N\C(=O)Nc1cccc(C(F)(F)F)c1	2	-0.2	11	0	2	-3	2	2	-0.1
COc1ccccc1NC(=O)C(C)OC(=O)CCCc1c[nH]c2ccccc12 (stereo not given)	8	2.2	4	0	6	-1	-1	-1	0.0
CCNc1oc(-c2ccc(OC)cc2)nc1S(=O)(=O)c1ccc(Br)cc1	7	0.6	21	0	-1	8	3	-4	0.1
O=C(NC(Cc1ccccc1)C(=O)O)/C(=C\c1ccc(Cl)cc1)NC(=O)c1ccccc1 (stereo not given)	-2	-0.7	0	0	8	-3	-2	4	-0.1
COc1ccc2ccccc2c1CNCCN1CCOCC1	11	-7.0	-11	0	4	0	-3	15	0.1
NNC(=O)CNc1cccc(Cl)c1	6	0.1	8	1	9	2	1	10	-0.1
O=c1c2cc(Cl)ccc2oc2nc3n(c(=O)c12)CCCS3	2	0.7	14	0	18	-5	-1	10	0.0
O=C(CN1C(=O)NC(Cc2ccccc2)C1=O)Nc1ccc(F)c(Cl)c1 (stereo not given)	3	.	2	2	1	-4	.	-2	-0.1
CCCc1nc(N2CCOCC2)c(C#N)c2c1CCCC2	0	3.5	-4	2	8	1	-3	2	-0.1
CCC(Oc1ccccc1OC)C(=O)Nc1ccc2c(c1)n(C)c(=O)n2C (stereo not given)	7	1.6	2	0	5	3	-2	4	0.0

Taken from the entries so far (four entries):
SMILES	GLD-1 RNA inh	MEX-5 binding	VLA-4 inh	GRK2 inh	BCLXL inh	PME-1 inh	Fam108B inh	MCL1-BIM inh	Efflux pump inh
CCOC(=O)c1ccccc1NC(=O)N1CCn2c(C)ccc2C1CC (stereo not given)	33*	-8.4	-8	0	62*	-5	0	63*	0.0
CCN1CCN(C(=O)C2COc3ccccc3O2)CC1 (stereo not given)	7	-2.3	-9	7	7	-2	3	9	0.0
Cn1ccs/c1=N\C(=O)Nc1cccc(C(F)(F)F)c1	2	-0.2	11	0	2	-3	2	2	-0.1
COc1ccccc1NC(=O)C(C)OC(=O)CCCc1c[nH]c2ccccc12 (stereo not given)	8	2.2	4	0	6	-1	-1	-1	0.0

Carrying on.
SMILES	GLD-1 RNA inh	MEX-5 binding	VLA-4 inh	GRK2 inh	BCLXL inh	PME-1 inh	Fam108B inh	MCL1-BIM inh	Efflux pump inh
COc1ccc(NC(=O)COC(=O)C2CC2)c(OC)c1	2	.	-5	0	3	2	.	9	-0.1
CC(C)Cc1cc(C(=O)Nc2cc(Cl)ccc2Cl)no1	-4	3.4	-8	0	-7	0	-6	-2	-0.1
Cc1c(CC(=O)N2CCN(C(=O)C3COc4ccccc4O3)CC2)c(=O)oc2c(C)c(O)ccc12 (stereo not given)	-8	-1.1	5	5	0	-3	1	-1	-0.1
CCN(CC)CCCNC(=O)Cn1cnc2ccc(S(=O)(=O)N3CCC(C)CC3)cc2c1=O	4	-0.3	-4	0	-3	2	0	-7	0.7
CCC1CCCCN1CCCNC(=O)C1CCCN(c2nn3c(=O)cc(C)nc3s2)C1 (stereo not given)	-4	-0.6	9	20	6	2	3	7	0.1
O=C(Cc1ccc(F)cc1)Nc1cccc2cccnc12	0	-0.4	2	3	2	5	2	3	0.3
Cc1nnc(SCC(=O)N2CCN(C(=O)c3ccco3)CC2)n1-c1ccccc1	-2	-0.5	8	1	-3	-6	2	-3	-0.1
Cc1n[nH]c(=S)n1/N=C/c1ccc(-c2ccccc2[N+](=O)[O-])o1	-4	1.2	5	1	-16	-2	-5	-5	0.2
CCOC(=O)O[C@]1(C(=O)OCCl)CC[C@H]2[C@@H]3CCC4=CC(=O)C=C[C@]4(C)[C@H]3[C@@H](O)C[C@@]21C	-5	1.4	9	0	5	3	-1	-13	0.1
Cc1ccc(C(=O)N(CCN(C)C)CC2CCCN(Cc3ccccc3F)C2)cc1C (stereo not given)	0	-1.0	-2	0	4	1	1	4	0.1
COc1cc(C(=O)Nc2nc3ccccc3[nH]2)ccc1OC(F)F	1	1.9	-1	1	73*	-10	-3	-6	0.3
COc1ccc(N2CCN(C(=O)CCS(=O)(=O)c3ccc(OC)cc3)CC2)cc1	4	2.1	7	0	0	-4	4	4	-0.1

The list goes on, starting with the last two of the part before.
SMILES	GLD-1 RNA inh	MEX-5 binding	VLA-4 inh	GRK2 inh	BCLXL inh	PME-1 inh	Fam108B inh	MCL1-BIM inh	Efflux pump inh
COc1cc(C(=O)Nc2nc3ccccc3[nH]2)ccc1OC(F)F	1	1.9	-1	1	73*	-10	-3	-6	0.3
COc1ccc(N2CCN(C(=O)CCS(=O)(=O)c3ccc(OC)cc3)CC2)cc1	4	2.1	7	0	0	-4	4	4	-0.1
CCOCCCn1c(=S)[nH]c2cc(C(=O)NCCN(CC)CC)ccc2c1=O	10	-1.4	12	0	3	-9	3	-1	-0.1
CCn1c(O)c(N=NC(=O)CNc2cccc(C)c2)c2ccccc21	-9	-1.5	-2	1	3	10	-1	-5	0.3
CC1CCN(c2ncnc3c2cnn3-c2ccccc2)CC1	2	-0.2	38	0	8	2	1	6	0.0
O=C(c1ccccc1)N1CCN(CC(O)COC2CCCCC2)CC1 (stereo not given)	-1	-2.2	4	1	-1	1	3	-1	0.0
CC(C)(C)c1cc(Cl)c(O)c(NC(=S)NC(=O)c2cccnc2)c1	1	3.5	-11	1	5	-5	-5	1	-0.1
CSc1nc(C)c(Oc2ccccc2)c(=O)n1C	-5	1.9	6	2	-5	2	-3	-4	0.0
COc1ccccc1N1CC(C(=O)NC2CCCCCC2)CC1=O (stereo not given)	-4	.	1	1	.	.	.	.	0.1
CN(Cc1ccc(Cl)cc1)C(=O)COC(=O)c1ccc(-c2ccc(O)cc2)cc1	3	.	16	0	-5	1	.	-10	0.0
COCc1cc(=O)n2[nH]c(SC)nc2n1	5	1.8	22	0	4	-7	3	-2	0.0
CC(=O)c1ccc(NC(=O)COC(=O)c2ccccc2Nc2ccccc2)cc1	-1	1.4	-8	3	1	0	-2	1	-0.3
O=C(O)C1CC1(c1ccccc1)c1ccccc1 (stereo not given)	3	0.1	-1	0	4	3	5	9	-0.2
O=C(NCc1cccc2ccsc12)c1cccs1	1	.	-11	0	1	5	.	0	0.0

Limited to PME-1 inh and Fam108B inh (4 entries from above):
SMILES	PME-1 inh	Fam108B inh
O=C(NCc1cccc2ccsc12)c1cccs1	5	.
CC(O)(C#CCN1CCCCCC1)c1ccccc1 (stereo not given)	3	-1
CCOC(=O)c1ccccc1NC(=O)N1CCn2c(C)ccc2C1CC (stereo not given)	-5	0
C=CCNC(=O)COCc1cc(-c2ccc3c(c2)OCO3)on1	2	-1

The listing continues:
SMILES	GLD-1 RNA inh	MEX-5 binding	VLA-4 inh	GRK2 inh	BCLXL inh	PME-1 inh	Fam108B inh	MCL1-BIM inh	Efflux pump inh
CNC(=O)C(=O)NCC1OCCN1S(=O)(=O)c1ccc2c(c1)OCCO2 (stereo not given)	4	0.5	-3	4	-5	1	-2	0	0.2
CC(NC(=O)C(=O)NCCN1CCN(C(=O)c2ccccc2Br)CC1)c1ccccc1 (stereo not given)	0	0.3	9	0	5	2	2	-3	-0.1
O=c1c2cnn(-c3ccccc3)c2ncn1Cc1cccc(Cl)c1	5	.	11	0	-4	1	3	3	-0.4
C/C=C/C(=O)N1CC2(CC(c3cccc(NC(=O)CC(c4ccccc4)c4ccccc4)c3)=NO2)C[C@H]1C(N)=O (stereo not given in full)	-1	-0.3	13	0	5	-1	3	6	0.0

Not all compounds are listed, so the mix of outcomes need not match the whole.
